# Nrf2 ARE act – qHTS of Nrf2 Activators. AREc32 ARE-luciferase reporter (MCF7-derived line), luminescence, 24 h. Potency, µM (titrated, usually from 46.1 µM), for the others: at the highest dose activation, hits mostly activators. 410,000 compounds, 0.31% hits; also: % of control where 0% means no effect; nearly all actives have a fitted effect of over 65% in size
#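 Luminescent ARE reporter assay in AREc32_Fluc cells: overnight plating at 37 deg C, 24 hr compound incubation, Steady-Glo added, 30 min RT before reading.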
# ATXN2 expr inh – Primary qHTS for Inhibitors of ATXN expression | HEK-293 ATXN2-luciferase reporter, luminescence, 24 h | Potency, µM (titrated, usually from 57 µM), inactives show top-dose activity change, negative = inhibition, actives largely listed as inhibitors | 360,000 compounds, 0.72% hits | AID 1745845, 2022; also: % is scaled to controls: 0 for no effect and ±100 for the full control effect; nearly all actives have a fitted effect of over 55% in size
#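 qHTS (up to 57 uM final) was run with 24 h compound exposure of reporter cells at 37 °C. Each well was multiplexed: SteadyGlo luminescence measured ATXN2-luciferase expression after a fluorogenic Gly-Phe-AFC viability readout (25 uM final).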
# TGFb inhibitor – qHTS for Inhibitors of TGF-b. HepG2 CAGA-GFP TGF-b/SMAD3 reporter, GFP fluorescence, 18 h; TGF-beta stimulated, 500 pg/mL final. Potency, µM (top dose mostly 46.1 µM), for the others: at the highest dose activity, negative = inhibition, most hits filed as inhibitors. 410,000 compounds, 1.2% hits; also: % is scaled to controls: 0 for no effect and ±100 for the full control effect; nearly all actives have a fitted effect of over 65% in size
#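 Inhibition was scored as loss of TGF-beta-induced (500 pg/mL final, 18 hours, 37 degrees C) GFP in HEPG2 cells carrying a CAGA-GFP reporter, in DMEM with 1% FBS. Well GFP was summed per cell; Activity was normalised to unstimulated and stimulated DMSO wells, then concentration-response fitting.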
# Nrf2 inh – Nrf2 qHTS screen for inhibitors | 360,000 compounds, 2.1% hits | AID 504444, 2011 | A549 ARE-Fluc reporter, luciferase luminescence, 18-24 h | Potency, µM (titrated, usually from 46 µM), without a hit: at the top dose activity change, negative = inhibition, usual class: inhibitors; also: % is scaled to controls: 0 for no effect and ±100 for the full control effect; nearly all actives have a fitted effect of over 60% in size
#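 A549 ARE_Fluc cells, 5000/well, 5% FBS OPTI-MEM; compounds in dose-response, 18-24 h at 37 °C/5% CO2; CellTiter-Fluor viability read (Ex 405/Em 525), then BugLite luciferase luminescence = Nrf2 activity.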
# S2 tox – Viability Counterscreen for Primary qHTS for Inhibitors of ATXN expression; Potency, µM (doses to about 56.7 µM), hits mostly cytotoxic; AID 651635, 2014; S2 cells (HEK-293 line with an ATXN2-luciferase reporter) viability, CellTiter-Fluor protease fluorescence, 24 h; 400,000 compounds, 0.49% hits; also: nearly all actives have a fitted effect of over 40% in size
# HepG2 viability – qHTS for Inhibitors of TGF-b: Cytotox Counterscreen; AID 588856, 2011; HepG2 CAGA-GFP viability, ATP luminescence, 18 h; Potency, µM (doses to about 46.1 µM), inactives show at the highest dose activity change, negative = cytotoxicity, most hits filed as cytotoxic; 410,000 compounds, 0.76% hits; also: some results filed as inactive show a strong effect at the top dose
#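 HepG2 CAGA-GFP cells (1000/well, DMEM with 1% FBS) received compound, then TGF-beta at 500 pg/mL final, and were incubated 18 hours at 37 degrees C. Viability was read by CellTiter-Glo luminescence. Media-only wells were set as complete cell-killing and DMSO as no toxicity.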
# EPAC2 antagonist – qHTS for Antagonist of cAMP-regulated guanine nucleotide exchange factor 2 (EPAC2): primary screen; Rap guanine nucleotide exchange factor 4 (Homo sapiens), Q8WZA2; EPAC2 GEF exchange of Rap1B-BODIPY-GDP, fluorescence; Potency, µM (titrated, usually from 114 µM), for the others: at the highest dose activity, negative = inhibition, usual class: inhibitors; 360,000 compounds, 0.18% hits; also: % is scaled to controls: 0 for no effect and ±100 for the full control effect; nearly all actives have a fitted effect of over 45% in size; many of its hits are not listed in these tables
# Target sequence (Q8WZA2 whole entry, looked up): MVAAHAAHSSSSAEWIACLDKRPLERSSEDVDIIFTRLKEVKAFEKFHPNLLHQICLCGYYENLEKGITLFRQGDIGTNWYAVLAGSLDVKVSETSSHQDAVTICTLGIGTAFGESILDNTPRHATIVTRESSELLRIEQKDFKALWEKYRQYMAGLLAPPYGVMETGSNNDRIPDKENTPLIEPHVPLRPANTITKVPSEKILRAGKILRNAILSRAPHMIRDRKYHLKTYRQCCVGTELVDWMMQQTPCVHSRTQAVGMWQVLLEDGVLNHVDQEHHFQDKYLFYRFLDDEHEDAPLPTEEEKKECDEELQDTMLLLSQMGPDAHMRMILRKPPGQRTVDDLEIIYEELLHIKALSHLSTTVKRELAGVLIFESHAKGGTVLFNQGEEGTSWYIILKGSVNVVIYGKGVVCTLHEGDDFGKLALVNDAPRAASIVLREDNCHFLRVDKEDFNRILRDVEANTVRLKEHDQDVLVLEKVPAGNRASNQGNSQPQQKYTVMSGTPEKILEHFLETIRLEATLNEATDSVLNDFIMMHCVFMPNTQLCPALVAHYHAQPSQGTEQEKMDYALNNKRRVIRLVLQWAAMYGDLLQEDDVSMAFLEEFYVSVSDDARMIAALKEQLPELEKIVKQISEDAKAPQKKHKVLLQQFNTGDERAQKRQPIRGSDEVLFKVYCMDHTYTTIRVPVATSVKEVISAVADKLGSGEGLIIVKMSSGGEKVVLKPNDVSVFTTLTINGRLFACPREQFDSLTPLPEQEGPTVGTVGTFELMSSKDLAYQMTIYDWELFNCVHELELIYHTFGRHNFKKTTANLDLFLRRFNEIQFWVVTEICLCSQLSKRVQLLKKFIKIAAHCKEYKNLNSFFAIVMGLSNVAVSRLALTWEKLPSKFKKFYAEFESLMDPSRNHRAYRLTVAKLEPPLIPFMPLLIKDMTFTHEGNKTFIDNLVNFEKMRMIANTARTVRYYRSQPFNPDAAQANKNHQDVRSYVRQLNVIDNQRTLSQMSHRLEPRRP
# MCF10A rereplic – A quantitative high throughput screen for small molecules that induce DNA re-replication in MCF 10a normal breast cells. MCF 10A DNA re-replication, Hoechst nuclear intensity, 48 h. Potency, µM (top dose mostly 46.1 µM), without a hit: at the top dose activity, positive = re-replication, actives largely listed as activators. 350,000 compounds, 2.9% hits. AID 624296, 2012; also: % of control where 0% means no effect; nearly all actives have a fitted effect of over 50% in size
# A549 viability – Nrf2 qHTS screen for inhibitors: counterscreen for cytotoxicity | Potency, µM (series often up to 46 µM), for inactives: at the highest dose activity change, negative = cytotoxicity, hits mostly inhibitors | 390,000 compounds, 0.16% hits | A549 ARE-Fluc cells, CellTiter-Fluor viability, 18-24 h; also: % is scaled to controls: 0 for no effect and ±100 for the full control effect
#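 A549 ARE_Fluc cells in 5% FBS OPTI-MEM were exposed to compounds in concentration-response for 18-24 h at 37 deg C. Viability was read by CellTiter-Fluor fluorescence (Ex 405/Em 525) after 30 min, before the luciferase read.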
# * marks the source's active call; other numbers are inactive results; i = inactive; ? = inconclusive; nt = not tested or not shown; & = joins results of further samples; [ ] = remark or other dose. Calls follow the shape of the dose curve; as a rule, active = well fitted curve in the direction sought with a large enough effect; inconclusive = small, poorly fitted or top-dose-only effect, or another doubt; inactive = no such curve, though single readings can be large; an effect the other way counts as inactive or inconclusive. Potency is read from the fitted curve at half-maximal effect. This is a subset; count on the stated rates, not on these rows.
# Each structure is followed by: Nrf2 ARE act	ATXN2 expr inh	TGFb inhibitor	Nrf2 inh	S2 tox	HepG2 viability	EPAC2 antagonist	MCF10A rereplic	A549 viability
- COc1cc2c(cc1OC)C(CC#N)=NC(C)(C)C2
 : 0.1%	-9%	10%	-4%	i	-15%	0%[57.1 µM]	2%	-9%
- Cc1onc(-c2c(F)cccc2Cl)c1C(=O)NC(C)c1ccccc1 (stereo not drawn)
 : 0.3%	-9%	-10%	-16%	i	-2%	-4%	14%	5%
- Cc1cccc(NC(=O)Nc2cnccn2)c1
 : 6.3%	nt	1%	2%	i	1%	-2%[57.1 µM]	-4%	18%
- CCCN1C(C(=O)c2ccccc2)=C(OC(=O)c2ccc(C)cc2)c2ccccc2S1(=O)=O
 : -2.5%	nt	-75%	23µM*	nt	-26%	nt	nt	?
- CCOc1ccc(N2C(=O)S/C(=C\c3cc(OC)c(OC)c(OC)c3)C2=O)cc1
 : -0.5%	6%	-11%	?	?	-8%	1%	?	-5%
- CCCOC1(C(F)(F)F)NC(=O)N(c2cccc(Cl)c2)C1=O (stereo not drawn)
 : 0.3%	-9%	-13%	?	i	-22%	nt	nt	-3%
- CCc1nc2c(OCc3ccc(OC)cc3)cccn2c1N(C)C(=O)c1ccco1
 : 0.2%[9.22 µM]	-12%	0%	nt	i	-14%	-4%	nt	nt
- Cc1ccc(CNC(=O)[C@H]2O[C@@H](n3cnc4c(N)ncnc43)[C@H](O)[C@@H]2O)o1
 : 0.4%	0%	5%	nt	i	0%	6%	nt	nt
- COc1ccc(S(=O)(=O)Nc2cccc(-c3ccc(N4CCCCCC4)nn3)c2)c(OC)c1
 : 5.2%&19%	23%&41%	?	-14%	?	-2%&-11%	0%	16%	?
- COc1ccc(C(=O)C2CCCN(C(=O)Cc3c(C)noc3C)C2)cc1OC (stereo not drawn)
 : -0.6%	-3%	-22%	24%	i	8%	-5%	-31%[inhibitor]	-2%
- Cc1cc(C)n2nc(C(=O)Nc3ccc4c(c3)OCO4)cc2n1
 : 0.1%	-14%	-15%	?	i	4%	-4%	-2%	1%
- COc1ccccc1NC(=S)NCc1ccccc1Cl
 : 0.5%	7%	-19%	3%	i	-18%	0%	-1%	0%
- Cc1c2cnn(CC(=O)Nc3cccc(C(F)(F)F)c3)c(=O)c2c(C)n1Cc1ccccc1Cl
 : -0.6%	nt	-41%	-21%	nt	-1%	nt	nt	-1%
- O=c1cc2c(n[nH]1)-c1ccccc1CC2
 : -0.2%	-6%	-14%	-9%	i	3%	10%	-2%	0%
- N#CC(c1ccccc1)c1ccc(=O)[nH]n1 (stereo not drawn)
 : -0.3%	0%	7%	-17%	i	-2%	-7%	3%	2%
- O=C(Nc1ccccc1)c1cccc(C(=O)Nc2ccccc2)n1
 : -0.1%	11%	2%	7%	?	-3%	-4%	6%	0%
- C[N+]1(CC2COC3(CCCCC3)O2)CCCC1 (stereo not drawn)
 : 0.2%	-5%	?	0%	i	-7%	6%	4%	-7%
- CCOC(=O)c1c(-c2cc(OC)c(OC)c(OC)c2)csc1NC(=O)c1ccccc1
 : 0.1%	nt	-1%	nt	i	-21%	4%	nt	nt
- O=C(CC1C(=O)NCCN1Cc1cccc(Oc2ccccc2)c1)NCCn1cccn1 (stereo not drawn)
 : -0.5%	8%	9%	-4%	i	6%	0%	10%	1%
- O=C(COC(=O)c1cccnc1Cl)Nc1ccc(N2CCCCC2)cc1
 : -0.4%	16%	10%	?	i	6%	3%	12%	0%

# Some of the entries above in another layout.
CCOc1ccc(N2C(=O)S/C(=C\c3cc(OC)c(OC)c(OC)c3)C2=O)cc1
  Nrf2 ARE act: -0.5% | ATXN2 expr inh: 6% | TGFb inhibitor: -11% | Nrf2 inh: ? | S2 tox: ? | HepG2 viability: -8% | EPAC2 antagonist: 1% | MCF10A rereplic: ? | A549 viability: -5%

COc1ccccc1NC(=S)NCc1ccccc1Cl
  Nrf2 ARE act: 0.5% | ATXN2 expr inh: 7% | TGFb inhibitor: -19% | Nrf2 inh: 3% | S2 tox: i | HepG2 viability: -18% | EPAC2 antagonist: 0% | MCF10A rereplic: -1% | A549 viability: 0%

# Additional compounds follow:
# Each structure is followed by: Nrf2 ARE act	ATXN2 expr inh	TGFb inhibitor	Nrf2 inh	S2 tox	HepG2 viability	EPAC2 antagonist	MCF10A rereplic	A549 viability
- CC(=O)Nc1ccc(-c2ccc(NC(C)=O)c(O)c2)cc1O
 : 16%	20%	-8%	?	i	-14%	?	11%	1%
- CC(C)CCOc1ccc(C2N=C(N)Nc3nc4ccccc4n32)cc1 (stereo not drawn)
 : -1.1%	?	4%	3%	?	-2%	nt	nt	6%
- CN1CCSc2ccc(C(=O)NCc3ccccc3)cc21
 : -1.1%&0.3%	-8%&1%	11%&16%	7%&6%	i	-4%&-12%	5%	-4%	1%&2%
- O=C(NCc1ccccc1)c1cc(C2COCCN2C(=O)C2CC2)on1 (stereo not drawn)
 : 0.1%	10%	-5%	nt	i	-7%	-18%	nt	nt
- COc1cc(C2(c3ccc(O)c(OC)c3)C(=O)Nc3c(Br)cc(Br)cc32)ccc1O
 : 13%	nt	25µM*	?	?	-95%	-24%	?	-9%
- CC(C(=O)N1CCOCC1)N1C(=O)c2cccc3cccc(c23)C1=O (stereo not drawn)
 : 5.4%	nt	-9%	1%	i	0%	-2%[57.1 µM]	?	-2%
- O=C(Cc1ccccc1)NCC(=O)N/N=C/c1cccs1
 : -0.5%	1%	-8%	-8%	i	6%	-3%	1%	8%
- CCN1CCC(NC(=O)Nc2cc(Cl)ccc2OC)CC1
 : 2.5%	-24%	-7%	6%	i	-6%	-2%	-5%	1%
- O=S(=O)(CCc1nc2ccccc2s1)c1ccc(Cl)cc1
 : -0.5%	2%	-8%	?	i	-11%	-3%	1%	-1%
- O=C(CN(Cc1ccccc1F)C(=O)Cn1nnc(-c2cccs2)n1)NC1CCCCC1
 : 0.5%	4%	7%	2%	i	-5%	11%	5%	-3%
- CCC1CCCCN1CCCNC(=O)c1csc2c1CCCCC2 (stereo not drawn)
 : -0.3%	nt	-3%	-15%	i	-32%	4%	0%	0%
- COc1ccc(C)cc1N(C(=O)COc1ccccc1)c1nc2ccccc2s1
 : 13%	28%	-3%	?	i	-1%	-1%	3%	2%
- Cc1c(NC(=O)Nc2ccc3c(c2)OCO3)c(=O)n(-c2ccccc2)n1C
 : 0.3%	3%	-6%	3%	i	-3%	0%	-6%	17%[1.84 µM]
- CCc1nc2ccc(C(=O)NCCNC(C)=O)cn2c1N(C)Cc1ccc(OC)cc1
 : 2.8%	7%	5%	nt	i	-12%	-1%	nt	nt
- COc1ccccc1C(=O)c1cc2ccc(O)cc2oc1=O
 : -0.6%	nt	-10%	8%	i	-3%	10%	3%	-4%
- Cc1nnc(SCC(=O)N2CCN(c3ccccc3)CC2)n1-c1ccccc1
 : 0.1%	-1%	-2%	-14%	i	-7%	16%	9%	6%
- COC(=O)c1ccc(NC(=S)NCCc2ccc(OC)cc2)cc1
 : 1.5%	-10%	-3%	-7%	i	0%	7%	20%	0%
- O=C(COC(=O)/C=C/c1ccc([N+](=O)[O-])cc1)Nc1ccc2[nH]c(=O)[nH]c2c1
 : 0.3%	6%	0%	-1%	i	-3%	1%	-2%	-1%
- NC(=O)CSc1nnc(NC(=O)c2ccc3ccccc3c2)s1
 : -0.1%	22%	7%	?	i	1%	2%	10%	0%
- Cc1nc(C(F)(F)F)ccc1C(=O)N1CCCCCC1(C)C(=O)NCC(C)C (stereo not drawn)
 : -0.2%	0%	-8%	nt	i	18%	10%	nt	nt
- Cc1ccc(C)c(NC(=O)C(=O)NCCc2csc(-c3cccc(F)c3)n2)c1
 : -0.6%	-20%	?	nt	i	1%	nt	nt	9%
- CCN(CC)CCN(C(=O)c1cc2ccccc2cc1OC)c1nc2ccc(OC)cc2s1
 : 5.7%	nt	?	?	i	-28%	-6%	?	-26%
- CCOC(=O)c1sc(NC(=O)CSc2nccn2C)nc1C
 : 3.1%	40%[activator]	-2%	15%	i	-9%	-7%	-5%	1%
- C/C=C(/C)C(=O)OC1c2c(ccc3ccc(=O)oc23)OC(C)(C)C1OC(C)=O (stereo not drawn)
 : 0.5%	-11%	-1%	-25%	i	0%	-3%	-11%	-4%
- Cc1cccc2cc(CN(CC3CCCO3)C(=O)c3cccnc3)c3nnnn3c12 (stereo not drawn)
 : -0.6%	-25%	9%	7%	i	-15%	-2%	-2%	-9%
- CCC(=O)N1CCN(c2ccc(NC(=S)NC(=O)c3cc4ccccc4o3)cc2)CC1
 : 2.0%	-20%	-1%	-2%	i	30%	9%	-15%	3%
- COc1ccccc1N1CC(C)C(=O)NC1=S (stereo not drawn)
 : -0.3%	-8%	22%	13%	i	1%	-3%	0%	-2%
- CC(=O)Nc1ccc(S(=O)(=O)N(CCc2ccccc2)CC(=O)N/N=C/c2ccc(C(=O)O)cc2)cc1
 : 0.2%	nt	11%	-15%	i	4%	3%	2%	-2%
- COc1cccc(NC(=O)COc2ccccc2)c1
 : 3.8%	12%	-5%	22%	i	1%	26%	23µM*	?
- COc1ccc(C(=O)NC(=S)Nc2ccccc2[N+](=O)[O-])cc1OC
 : 4.8%	-37%	-5%	?	i	1%	2%	-15%	-2%
- Cc1ccc(NS(=O)(=O)c2ccc(C(=O)OCC(=O)NCC3CCCO3)cc2)cc1 (stereo not drawn)
 : -0.3%	-23%	7%	20%	i	-4%	1%	0%	0%
- Cc1cc(=O)[nH]c2nnc(SCC(=O)N3CC(C)OC(C)C3)n12 (stereo not drawn)
 : -0.3%	3%	0%	-7%	i	3%	3%	?	-3%
- Cc1c(NC(=O)C2(c3ccccc3)CCCC2)c(=O)n(-c2ccccc2)n1C
 : 0.5%	-7%	2%	0%	?	2%	7%	-3%	0%
- CN(Cc1ccccc1)C(=O)c1ccccc1C(=O)OCC(=O)N(Cc1ccccc1)C(C)(C)C
 : 0.8%	?	?	?	?	-14%	-8%	1%	?

# Screens from PubChem BioAssay.
